Assay outcomes as filed in PubChem.
NCI-60 one-dose screen, 48 h, at 10 µM unless noted. Numbers give growth in % (100 = growth as untreated, 0 = no growth, -100 = all killed).
K-562 = K-562 leukemia; AID 1794777; hit rate 7.4% among 78,000
HOP-92 = HOP-92 NSCLC cells | hit rate 6.3% among 71,000 | AID 1794738
MOLT-4 = MOLT-4 leukemia cells | hit rate 6.9% among 80,000 | AID 1794779
SR = SR leukemia cells | hit rate 8.7% among 73,000
CCRF-CEM = CCRF-CEM leukemia; hit rate 7% among 77,000; AID 1794778
EKVX = EKVX NSCLC | hit rate 3% among 71,000 | AID 1794765
HOP-62 = HOP-62 NSCLC | hit rate 3.9% among 80,000 | AID 1794735
RPMI-8226 = RPMI-8226 leukemia cells; AID 1794781; hit rate 7.5% among 77,000
* hit, by the source's call; . = not tested or not shown. Rule for the calls: active = growth percent below 10; inactive = the rest.

nr | compound | K-562 | HOP-92 | MOLT-4 | SR | CCRF-CEM | EKVX | HOP-62 | RPMI-8226
1 | CCOC(=O)c1cc2c(n1Cc1cc(OC)cc(OC)c1)-c1nc(NC(C)=O)sc1CCC2 | 89 | 56 | 80 | 76 | 96 | 63 | 80 | 94
2 | CC1=C(C)C(=O)C(N2CCC(C(N)=O)CC2)=CC1=O | . | 131 | . | . | 101 | 99 | 95 | 97
3 | COc1cc(C2SCC(=O)N2n2cnnc2)cc(OC)c1OC (stereo unspecified) | 97 | 98 | 105 | 104 | 98 | 98 | 105 | 104
4 | Cc1n[nH]c(C)c1N=Nc1ccc(-c2cc(-c3ccc(N=Nc4c(C)n[nH]c4C)cc3)cc(-c3ccc(N=Nc4c(C)n[nH]c4C)cc3)c2)cc1 | 102 | 99 | 105 | 94 | 102 | 95 | 108 | .
5 | CCOc1ccc(NC(=O)c2ccoc2COc2ccccc2)cc1 | 89 | 95 | 97 | 113 | 95 | 96 | 111 | 92
6 | Nc1nc2[nH]cc(CCc3ccc(C(=O)N[C@@H](CC(=O)O)c4nn[nH]n4)cc3)c2c(=O)[nH]1 | 93 | 109 | 96 | 100 | 105 | 105 | 100 | 102
7 | Cc1ccc(NC(=O)Cn2c(-c3nonc3NC(=O)c3ccc(F)cc3)nc3ccccc32)cc1F | 72 | 46 | 92 | 86 | 99 | . | 31 | 96
8 | CCOC(=O)C1=C(C)N2C(=NC3=C(CCC/C3=C\c3ccc(OC)cc3)C2c2ccc(OC)cc2)S1 (stereo unspecified) | 97 | . | 85 | 87 | 76 | 93 | 116 | 18
9 | Cc1cc2nc3c4cc(Br)ccc4n(CCN(C(C)C)C(C)C)c3nc2cc1C | 84 | 100 | 57 | 45 | 74 | 74 | 80 | 79
10 | CCC(=O)c1cc(O)ccc1O | 97 | 108 | 97 | 102 | 84 | 106 | 107 | 93
11 | CCCCCCCCOC(=O)COc1ccc(Cl)cc1Cl | 105 | 101 | 94 | 88 | 98 | . | 106 | 103
12 | CC/C=C\C/C=C/C=C1\CC(CCO)=CC1=O | 94 | 109 | 92 | 84 | 84 | 107 | 113 | 101
13 | O=C(CSc1nnc2n1S(=O)(=O)c1ccccc1N2c1ccccc1)Nc1nc2ccc([N+](=O)[O-])cc2s1 | 87 | 75 | 86 | . | 96 | 87 | 96 | 87
14 | COc1ccc(C2OC3=C(Nc4ccc(Cl)cc4N3)C2=O)cc1 (stereo unspecified) | 52 | 62 | 68 | 72 | 49 | 76 | 93 | 41
15 | CN(C)c1ccc(C(C#N)(c2ccccc2)c2ccc(N(C)C)cc2)cc1 | 26 | 55 | 69 | 16 | 69 | . | 91 | 15
16 | Cc1ccc(C2=NN(c3ccc(S(=O)(=O)NC(=O)NCc4ccccc4)cc3)C(c3ccccc3Cl)C2)c(C)c1 (stereo unspecified) | 88 | 99 | 70 | 86 | 76 | . | 79 | 59
17 | COc1ccc(Oc2nc(Cl)nc(NC3CCCCCC3)n2)cc1 | 82 | 87 | 80 | 88 | 100 | . | 103 | 88
18 | O=C1OC(=O)C2C3CCC(C3)C12 (stereo unspecified) | 107 | . | 112 | . | . | . | 100 | 95
19 | Nc1nc2nc(N=Nc3ccc(S(=O)(=O)O)cc3)[nH]c2c(=O)[nH]1 | 89 | 92 | 90 | 92 | 115 | 99 | 89 | 115
20 | CCCCCC/C=C\C(=O)O | 100 | . | 99 | 89 | . | . | 106 | 106
21 | CC1(O)c2ccccc2N2C(=O)NC(=O)C23OC1C(O)C3O (stereo unspecified) | 92 | 97 | 98 | 98 | 101 | 110 | 105 | 94
22 | O/N=C/c1cccc(Cl)c1 | 89 | . | 90 | 82 | 85 | . | 98 | 98
23 | COc1cc(Cn2c(SCCN3CCOCC3)nc3ccccc3c2=O)cc(OC)c1OC | . | 87 | 84 | 102 | 101 | . | 87 | 103
24 | CCn1c(-c2ccc3nc(-c4ccc(Cl)cc4)[nH]c3c2)n[nH]c1=S | 99 | 100 | 97 | 82 | 101 | 100 | 98 | 99
25 | COc1cccc(NCc2nnc(Nc3ccc(Cl)cc3)c3ccccc23)c1 | 2.2* | -33* | -27* | -25* | -4.4* | -0.3* | -17* | -28*
26 | Nc1nc(CSCC(=O)N2CCCCC2)nc(Nc2ccccc2F)n1 | 103 | 88 | 103 | 113 | 112 | 92 | 100 | 112
27 | Cc1ccc(OCc2cn(CC(=O)Nc3nc4ccccc4s3)nn2)cc1 | 103 | 107 | 106 | 110 | . | 95 | 101 | 95
28 | CSc1ccc(C(=O)C[n+]2ccccc2C)cc1 | 104 | 96 | 97 | 103 | 102 | 99 | 99 | 100
29 | C/C(=N/Nc1nc2ccccc2n1C)c1ccccn1 | 5.8* | 16 | 1.8* | 3.0* | -6.2* | 6.6* | -7.4* | -17*
30 | C[N+](C)(C)c1ncnc2[n-]cnc12 | 101 | 83 | 102 | 107 | 119 | 82 | 105 | 126
31 | Cn1cc(-c2nnc(N)nc2-c2cn(C)c3ccc(F)cc23)c2cc(F)ccc21 | 101 | 116 | 79 | 86 | 100 | 101 | 91 | 106
32 | O=C1C=CC(=O)N1c1cccc2c1CCCC2 | 57 | 84 | 74 | 88 | 9.6* | . | 105 | 100
33 | COc1ccc2[nH]cc(-c3nnc(N)nc3-c3c[nH]c4ncccc34)c2c1 | 75 | 88 | 88 | 67 | 78 | 92 | 80 | 85
34 | COc1cnc2c(c1)C(=O)c1c-2n(CCCCl)c(=O)c2ccncc12 | 39 | 110 | 26 | 17 | 35 | 79 | 58 | 42
35 | COc1ccc(/C=N/C2=C(C#N)C(c3cccc(Cl)c3)c3c(ccc4ccccc34)O2)cc1 (stereo unspecified) | 11 | 45 | 22 | 18 | 17 | 34 | 50 | 17
36 | NC(CSC(c1ccccc1)(c1ccccc1)c1ccccc1)C(=O)O (stereo unspecified) | 14 | . | 38 | 15 | 9.9* | . | 44 | 4.1*
37 | Nc1nc2c(nc(NCCCN3CCOCC3)n2[C@H]2O[C@@H](CO)[C@H](O)[C@@H]2O)c(=O)[nH]1 | 95 | 111 | 113 | 105 | 103 | 105 | 109 | 105
38 | CN(C)CCCNc1c2ccccc2nc2c1oc1ccc(Cl)cc12 | -1.6* | 35 | 3.7* | -31* | 24 | 43 | 56 | 14
39 | COC(=O)[C@]12CC[C@@H](C)[C@H](C)[C@@H]1C1=CC[C@@H]3[C@@]4(C)C(C=O)=C[C@@](C)(COC(=O)/C=C/c5ccccc5)C4=CC[C@@]3(C)[C@]1(C)CC2 | 62 | 85 | . | 75 | 47 | 84 | 57 | 62
40 | Cc1nc(N)[nH]c(=O)c1CCC#N | 112 | 96 | 105 | . | 109 | 127 | 106 | 108
41 | COc1ccc(C#Cc2cc(OC)c3c(c2OC)OCO3)cc1 | 89 | 88 | 90 | 80 | 113 | 81 | 101 | 87
42 | O=Cc1ccc(OCc2cn(Cc3ccccc3)nn2)cc1 | 93 | 122 | 94 | 90 | 112 | 103 | 97 | 112
43 | O=S(=O)(CBr)c1ccccc1 | 85 | . | 91 | 82 | 84 | . | 99 | 103
44 | CCOC(=O)[C@@H](CSSCCOC(=O)Oc1ncc(F)c(=O)[nH]1)NC(=O)[C@H](C)c1ccc2cc(OC)ccc2c1 | 87 | 106 | 70 | 81 | 85 | . | 109 | .
45 | CCOC(=O)NC1CCCCC1 | 94 | . | 87 | 80 | . | . | 105 | 105
46 | CC(=O)OCC(=O)[C@@]1(O)CC[C@H]2[C@@H]3CC(=C(Br)Br)C4=CC(=O)CC[C@]4(C)[C@H]3C(=O)C[C@@]21C | 102 | 87 | 93 | 115 | 83 | 90 | 72 | 87
47 | Cc1ccc(-n2cnn3c(=O)c4c5c(sc4nc23)CN(C)CC5)cc1 | 100 | . | 92 | 91 | . | 93 | . | .
48 | COc1cc(/C=N/Nc2nnc3n2N=C(c2ccc(Cl)cc2)CS3)ccc1O | 86 | 94 | 69 | 87 | 69 | 92 | 91 | 78
49 | COc1ccc(-n2ccnc2SCC(=O)Nc2cc(C)ccc2C)c(OC)c1 | 53 | 59 | 66 | 89 | 74 | . | 90 | 74
50 | CC(=O)NNC(=O)c1ccncc1 | 88 | 88 | 99 | 94 | 120 | 118 | 95 | 96
51 | OCCSC(=S)N1CCNCC1 | 87 | 108 | 97 | 80 | . | . | 94 | 94
52 | COc1ccc2[nH]cc(-c3nnc(N)nc3-c3cn(C)c4ncc(Br)cc34)c2c1 | 53 | 7.0* | 57 | 50 | 67 | 89 | 70 | 74
53 | c1cc(N2CCOCC2)nc(NCCCCNc2nc(N3CCOCC3)nc(N3CCOCC3)n2)n1 | 109 | . | 96 | 99 | 98 | . | 97 | 97
54 | Nc1ccc(S(=O)(=O)Nc2ccc(Cl)nn2)cc1 | 87 | 112 | 100 | 93 | 104 | 89 | 111 | 117
55 | CS(=O)(=O)c1ccc(-c2nn(-c3ccc(F)cc3)cc2/C=C/C(=O)c2ccc(O)cc2)cc1 | 76 | 109 | 92 | 76 | 103 | 96 | 107 | 106
56 | CCCCCCCCCCCCCCNC1=C(Cl)C(=O)c2ccccc2C1=O | 103 | 64 | 106 | 115 | . | 112 | 105 | 103

In the list so far, these contain a furan ring, fused or not:
nr | compound | K-562 | HOP-92 | MOLT-4 | SR | CCRF-CEM | EKVX | HOP-62 | RPMI-8226
5 | CCOc1ccc(NC(=O)c2ccoc2COc2ccccc2)cc1 | 89 | 95 | 97 | 113 | 95 | 96 | 111 | 92
38 | CN(C)CCCNc1c2ccccc2nc2c1oc1ccc(Cl)cc12 | -1.6* | 35 | 3.7* | -31* | 24 | 43 | 56 | 14

The listing continues.
nr | compound | K-562 | HOP-92 | MOLT-4 | SR | CCRF-CEM | EKVX | HOP-62 | RPMI-8226
57 | O=C1/C(=C\c2ccccc2Cl)N=C(c2cnccn2)N1c1cccc2cccnc12 | 87 | 68 | 93 | 80 | 100 | . | 83 | 88
58 | Cn1cnc([N+](=O)[O-])c1/C=C1\Oc2ccc(Cl)cc2C1=O | 52 | 94 | 49 | 21 | 34 | . | 94 | 71
59 | CC(CN1CCN(CC(C)Nc2ccnc3cc(Cl)ccc23)CC1)Nc1ccnc2cc(Cl)ccc12 (stereo unspecified) | -22* | . | 4.9* | -44* | 5.1* | 67 | -18* | -32*
60 | Cc1nc2sc(C(=O)Nc3ccc(Cl)cc3)c(N)c2cc1C(O)c1ccccc1 (stereo unspecified) | 9.8* | 45 | 18 | 11 | 13 | 44 | 45 | 16
61 | Nc1cc(-c2ccc(Cl)cc2)nn1-c1nnc(/C=C/c2ccco2)c(=O)[nH]1 | 42 | 60 | 44 | 38 | 34 | 42 | 71 | 43
62 | C/C(=N/NC(=O)/C=C/C=C/c1ccc2c(c1)OCO2)c1ccc(Br)cc1 | 108 | 99 | 104 | 106 | 98 | 94 | 99 | 99
63 | CCN(CC)Cc1nnc(CCC(=O)c2nc3ccccc3[nH]2)o1 | 82 | 61 | 73 | . | 88 | 64 | 94 | 76
64 | Cn1cc(C(c2coc3cc(F)ccc3c2=O)c2cn(C)c3ccccc23)c2ccccc21 | 101 | 98 | 104 | 104 | 104 | 102 | 111 | .

Whole records, looked up by structure. Order of values: K-562, HOP-92, MOLT-4, SR, CCRF-CEM, EKVX, HOP-62, RPMI-8226
C/C(=N/NC(=O)/C=C/C=C/c1ccc2c(c1)OCO2)c1ccc(Br)cc1 in the list: 108, 99, 104, 106, 98, 94, 99, 99
Cn1cnc([N+](=O)[O-])c1/C=C1\Oc2ccc(Cl)cc2C1=O in the list: 52, 94, 49, 21, 34, ., 94, 71
O=C1/C(=C\c2ccccc2Cl)N=C(c2cnccn2)N1c1cccc2cccnc12 in the list: 87, 68, 93, 80, 100, ., 83, 88
CC(CN1CCN(CC(C)Nc2ccnc3cc(Cl)ccc23)CC1)Nc1ccnc2cc(Cl)ccc12 (stereo unspecified) in the list: -22*, ., 4.9*, -44*, 5.1*, 67, -18*, -32*
Cn1cc(C(c2coc3cc(F)ccc3c2=O)c2cn(C)c3ccccc23)c2ccccc21 in the list: 101, 98, 104, 104, 104, 102, 111, .

Continued.
nr | compound | K-562 | HOP-92 | MOLT-4 | SR | CCRF-CEM | EKVX | HOP-62 | RPMI-8226
65 | ClC1CCC(c2ccccc2)CC1 (stereo unspecified) | 104 | 93 | 110 | 102 | 110 | 104 | 97 | 105
66 | COc1ccc(-c2csc(NC(=O)CO[N+](=O)[O-])n2)cc1 | 97 | 118 | 93 | 96 | 98 | . | 101 | 106
67 | O=C(O)CCSC(c1ccccc1)(c1ccccc1)c1ccccc1 | 101 | 71 | 112 | 111 | 83 | 101 | 105 | 82
68 | O=S(=O)(CC(O)C(Cl)(Cl)Cl)N(Cc1ccccc1)Cc1ccccc1 (stereo unspecified) | 98 | 88 | 97 | 94 | 97 | . | 103 | 101
69 | CSc1ncc(SC)c(Nc2ccc(C)c(Cl)c2)n1 | 73 | 69 | 80 | 86 | 84 | 46 | . | 73
70 | C=CCN1C(=O)CSC1=S | 97 | . | 96 | . | 98 | 104 | 105 | 104
71 | O=S(=O)(OCCOCCOS(=O)(=O)c1ccccc1)c1ccccc1 | 123 | 87 | 104 | 118 | 99 | 104 | 109 | 109
72 | COc1ccc2c(c1)C(CCN(C)C)(CCN(C)C)C(=O)CC2 | 96 | 87 | 109 | 96 | 103 | 94 | 93 | 111
73 | OC(COc1ccccc1Cl)CN1CCN(c2cccc(Cl)c2)CC1 (stereo unspecified) | 108 | 79 | 107 | . | 113 | 119 | 119 | 115
74 | CCC(C)c1c(N)n(S(=O)(=O)c2ccc(C)cc2)oc1=O (stereo unspecified) | 130 | 105 | 109 | 107 | 112 | 121 | 112 | 100
75 | CNc1nc(SCc2ccccc2)ncc1C | 103 | . | 107 | 105 | 94 | 85 | 98 | 105
76 | COC(=O)C1=C(C(=O)OC)C23C=C(C)C1C2=C(C)C1(CC1)[C@@](C)(O)C3=O (stereo partly specified) | 81 | -19* | 74 | 67 | 66 | -6.0* | -22* | 92
77 | NC(=O)NC1(C(=O)O)CCCC1 | 100 | 121 | 98 | 92 | 99 | 115 | 110 | .
78 | COc1ccc2nc(N)nc(C)c2c1 | 68 | 92 | 81 | 58 | 79 | . | 60 | 94
79 | CC(N)c1nnc(CCC(=O)c2nc3ncccc3[nH]2)o1 (stereo unspecified) | 108 | 104 | 111 | 102 | 109 | 101 | 99 | 105
